Source: PubChem BioAssay (Broad Institute)
NSD2 inh: blocks human histone methyltransferase NSD2 | actives 0.54% (n = 310,000) | NSD2 peptide methylation, AlphaScreen, 120 min | inhibition, % at 12.5 µM | O96028; in the data active = inhibition above about 50%
Target sequence (O96028 whole entry, looked up): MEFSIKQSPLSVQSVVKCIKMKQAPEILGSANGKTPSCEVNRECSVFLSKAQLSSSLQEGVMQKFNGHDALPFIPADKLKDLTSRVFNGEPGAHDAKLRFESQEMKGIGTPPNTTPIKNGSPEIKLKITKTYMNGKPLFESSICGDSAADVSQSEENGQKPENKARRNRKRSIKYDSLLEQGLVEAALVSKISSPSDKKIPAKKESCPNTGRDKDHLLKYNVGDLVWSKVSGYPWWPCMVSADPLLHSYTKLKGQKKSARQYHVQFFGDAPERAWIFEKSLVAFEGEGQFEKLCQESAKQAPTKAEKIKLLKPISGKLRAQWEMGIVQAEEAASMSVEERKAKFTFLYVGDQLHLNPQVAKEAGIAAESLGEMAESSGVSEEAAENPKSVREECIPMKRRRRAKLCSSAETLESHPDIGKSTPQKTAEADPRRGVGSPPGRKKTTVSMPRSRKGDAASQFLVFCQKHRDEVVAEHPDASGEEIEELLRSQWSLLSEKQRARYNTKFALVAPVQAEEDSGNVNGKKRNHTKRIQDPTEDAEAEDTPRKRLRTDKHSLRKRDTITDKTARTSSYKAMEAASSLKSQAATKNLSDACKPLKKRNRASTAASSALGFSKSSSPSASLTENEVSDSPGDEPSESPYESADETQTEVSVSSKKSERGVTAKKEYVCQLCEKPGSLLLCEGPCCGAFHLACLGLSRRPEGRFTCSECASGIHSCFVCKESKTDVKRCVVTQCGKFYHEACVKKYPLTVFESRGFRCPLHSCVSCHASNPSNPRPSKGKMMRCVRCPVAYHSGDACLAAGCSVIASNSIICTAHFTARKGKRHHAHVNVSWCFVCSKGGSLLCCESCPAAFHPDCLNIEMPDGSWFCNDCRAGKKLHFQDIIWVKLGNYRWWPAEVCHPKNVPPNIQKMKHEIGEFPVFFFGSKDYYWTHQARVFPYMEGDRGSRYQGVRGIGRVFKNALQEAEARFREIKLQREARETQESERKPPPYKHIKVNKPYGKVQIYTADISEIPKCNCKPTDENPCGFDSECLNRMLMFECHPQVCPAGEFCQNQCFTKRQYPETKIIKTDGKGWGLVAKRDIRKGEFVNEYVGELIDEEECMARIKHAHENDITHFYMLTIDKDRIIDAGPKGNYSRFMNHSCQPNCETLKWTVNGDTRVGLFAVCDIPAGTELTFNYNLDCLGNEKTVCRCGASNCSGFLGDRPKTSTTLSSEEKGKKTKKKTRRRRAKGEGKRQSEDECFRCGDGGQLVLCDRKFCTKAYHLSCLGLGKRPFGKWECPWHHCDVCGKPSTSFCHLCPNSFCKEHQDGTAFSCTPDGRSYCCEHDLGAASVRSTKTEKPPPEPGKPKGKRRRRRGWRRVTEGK
* marks the source's active call; other numbers are inactive results.

structure | NSD2 inh
Cc1noc(C)c1CCC(=O)N1CCCC(CCC(=O)NCc2ccccc2F)C1 (stereo unspecified) | -9.9
COCOc1cccc(CN2CCC2(C)C(=O)NCCNC(C)=O)c1 (stereo unspecified) | -0.6
OC(c1ccc(Cl)c(F)c1)c1ncc(-c2ccccc2C(F)(F)F)[nH]1 (stereo unspecified) | 0.6
Cn1cnc(S(=O)(=O)N2CCCC(c3cc(C(=O)Nc4ccc(F)c(Cl)c4)no3)C2)c1 (stereo unspecified) | -2.8
O=C1c2cccc3c2C2(O)c4c1cccc4C(=O)c1cccc(c12)C3=O | -0.6
NC(Cc1ccc(Cl)cc1)c1csc(Nc2ccc(-c3ccccc3)nn2)n1 (stereo unspecified) | 6.6
COc1cc(C(=O)N2CCCC(c3cc(C(=O)NCc4ccccc4)no3)C2)cc(OC)c1C (stereo unspecified) | 0.7
CCc1nc2c(OCc3ccc(F)c(F)c3)cccn2c1N(C)C(=O)c1ccco1 | -0.8
Cc1ccc2cc(NC(=O)C3(C)CCN(C)C3)ccc2n1 (stereo unspecified) | 2.0
Cc1nnc(SCC(=O)Nc2cccc(S(=O)(=O)N3CCCC3)c2)n1C1CC1 | 0.9
COc1cc(C(=O)N2CCCN(c3nc4cc(C)ccc4cc3C#N)CC2)cc(OC)c1OC | -4.7
O=C(CSc1ncnc2sc3c(c12)CCCC3)Nc1ccc(Oc2ccccc2)cc1 | -2.1
COC(=O)C1=C(C)N(Cc2ccccc2C(F)(F)F)C(=NCc2ccc(C(F)(F)F)cc2)NC1c1cccc(F)c1 (stereo unspecified) | -0.7
S=c1nc(-c2ccccn2)c(-c2ccccn2)n[nH]1 | 0.0
CCOC(=O)c1cc(OC(=O)Cc2ccc(OC)c(S(=O)(=O)N3CCOCC3)c2)cc(C(=O)OCC)c1 | -0.4
COc1cc2c(cc1OC)C(C(=O)O)C(c1ccc3c(c1)OCO3)N(C)C2=O (stereo unspecified) | -4.5
O=C(Cc1ccccc1F)N1CCC(n2nnc3ncccc32)CC1 | -4.0
COc1cccc(-c2cc3nc(NCCCN(C)C)n(C)c(=O)c3s2)c1 | 3.6
CCOc1ccc(NC(=O)c2ccc(F)c(S(=O)(=O)N3CCCC3)c2)cc1 | 4.2
CC1(C(=O)NCc2cccs2)CCN1C(=O)Cc1cccc2ccccc12 (stereo unspecified) | 0.4
CCOC(=O)c1ccc(NC(=O)C2CC3CCC2C3)cc1 (stereo unspecified) | -7.3
COc1cc(CNc2ncnc3c2ncn3[C@H]2CN(Cc3ccco3)C[C@@H](CO)O2)cc(OC)c1OC | -3.6
COc1ccc(NC(=S)Nc2ccc(C)c(S(=O)(=O)N3CCCCC3)c2)cc1 | 3.7
c1ccc2c(-c3cnc4cccnn34)cncc2c1 | -1.7
Cc1ccc(C)n1-c1cc([N+](=O)[O-])ccc1-n1ccnc1 | 3.0

Reprinted from the part before: 2 compounds; new compounds follow.
structure | NSD2 inh
c1ccc2c(-c3cnc4cccnn34)cncc2c1 | -1.7
Cc1ccc(C)n1-c1cc([N+](=O)[O-])ccc1-n1ccnc1 | 3.0
CC(C)c1ccc(NC(=O)N2CCc3nc(NCc4cccc(Oc5ccccc5)c4)ncc3C2)cc1 | -2.4
CC(=O)c1ccc(Nc2nc(-c3sc(C)nc3C)cs2)cc1 | 2.1
CCOC(=O)Nc1ccc2c(c1)N(C(=O)CN(C)C)c1ccccc1S2 | 1.5
COc1ccc(NC(=O)c2cc(C3CCCCN3C(=O)CCc3ccccc3)on2)c(C)c1 (stereo unspecified) | -0.2
O=C(CC1SC(=O)N(c2ccccc2)C1=O)Nc1ccc(Br)cc1 (stereo unspecified) | 0.0
CCOC(=O)CNC(=O)CSc1nnc(-c2ccc(C(C)(C)C)cc2)n1-c1ccc(Cl)cc1 | 3.2
O=C(Cn1nnc(-c2ccc(N3CCOCC3)cc2)n1)c1ccc(F)cc1 | -6.5
COc1cc(NC(=O)c2ccc(-c3cccnc3)c3ccoc23)cc(OC)c1OC | 0.5
O=C(O)c1ccccc1C(=O)OC1CC2CCC1C2 (stereo unspecified) | 1.3
CS(=O)(=O)c1ccc(S(=O)(=O)NCC2CCN(C(=O)C(=O)c3cc4ccccc4o3)CC2)cc1 | -1.5
COCCNC(=O)C1Cc2c(-c3cccc(NC(C)=O)c3)ccnc2O1 (stereo unspecified) | -0.4
CC[N+](C)(C)CC/C=C1/c2ccccc2Sc2ccc(Cl)cc21 | -1.8
O=C(Nc1ccc(S(=O)(=O)N2CCOCC2)cc1)c1ccc(=O)[nH]c1 | -1.6
Cc1ccc(S(=O)(=O)NC(=O)C2(C)CCN2C(=O)COc2ccc(Cl)cc2)nc1 (stereo unspecified) | -0.6
CC(CCc1ccccc1)NC(=O)CCC1CCCC1 (stereo unspecified) | -4.8
COc1ccc2c(c1)c1ncn(Cc3ccc(F)cc3)c(=O)c1n2C | -2.0
COc1ccc(C(O)c2ncc(-c3cccc(C(F)(F)F)c3)[nH]2)cc1 (stereo unspecified) | 11.2
CCOc1cccc(/C=N\NC(=O)Cc2cccs2)c1O | -2.2
CCNC(=S)N/N=C(\C)c1ccc2ccccc2c1 | 5.8
O=C(CSc1nnc(-c2cccnc2)n1-c1ccccc1)Nc1cccc2ccccc12 | 1.8
CCOC(=O)C1(C)CCCN(C(=O)c2cccc(C(F)(F)F)c2)C1 (stereo unspecified) | 0.1
CCN(C(=O)[C@@H]1CC(=O)O[C@@H]1c1ccccc1)c1ccccc1 | -10.8
CC12CCC(C(=O)Nc3ccc(Br)cn3)(OC1=O)C2(C)C (stereo unspecified) | 0.0
Nc1ncnc2nc(-c3ccccc3)[nH]c12 | -0.3
O=C1CSC(=S)N1N=Cc1ccc(OCc2ccccc2)cc1 | -1.7

New compounds follow:
structure | NSD2 inh
Fc1ccc2nc(-c3ccc(CN4CCC5(CC4)CNc4ccccc45)cc3)c(-c3ccccc3)nc2c1 | 0.4
Cn1c(=NN=Cc2ccccc2OCCO)sc2ccccc21 | -0.8
CCCCn1c(N)c(N(CCC(C)C)C(=O)c2c(CC)noc2C)c(=O)[nH]c1=O | -1.9
COc1cccc(C(NC(C)=O)c2nc(-c3cc4ccccc4o3)cs2)c1 (stereo unspecified) | -0.9
Cc1c(C)c2cc(Cl)c(OCC(=O)Nc3ccccn3)cc2oc1=O | -3.9
COC(=O)C1=C(C)Nc2nc3ccccc3n2C1c1ccccc1F (stereo unspecified) | 7.4
CNc1nc(-c2ccccc2)c2sccc2n1 | -0.4
O=C(NCCc1ccc(F)cc1)C1CCC(=O)N(CC2CCCCC2)C1 (stereo unspecified) | -0.7
COC(=O)C1=C(C)N(Cc2ccc(Cl)cc2)C(=S)NC1c1ccc(Br)cc1 (stereo unspecified) | -1.7
COc1cccc(CN2CCC2(C)C(=O)Nc2ccc3c(c2)OCO3)c1F (stereo unspecified) | 2.3
COC(=O)C1(C(=O)OC)C[C@H](c2ccc(OC)cc2)N(Cc2ccccc2OC)[C@@H]1c1ccc(OC)cc1 | -1.5
Cc1ccc(C)c(-n2nnc3ccccc3c2=O)c1 | -1.1
CC1(C(=O)Nc2ccccc2)Cc2c(-c3ccc4c(c3)OCO4)ccnc2O1 (stereo unspecified) | 0.6
Cn1cc(-c2coc3c(C(=O)NCc4cccnc4)cccc23)cn1 | 1.6
C/C(=N\NC(=O)Cc1cccn1C)c1ccc([N+](=O)[O-])cc1 | -5.7
O=C1c2ccccc2C(=O)C12OC(c1ccccc1)C1(C(=O)c3ccccc3C1=O)C2c1cccc([N+](=O)[O-])c1 (stereo unspecified) | -1.2
Cc1nn2c(N3CCN(C)CC3)c3c(nc2c1-c1ccccc1)CCCC3 | -4.7
COc1ccc(S(=O)(=O)N2CCN(c3nc4ccccc4nc3-n3nc(C)cc3C)CC2)cc1 | -4.8
C=CCN=Cc1sc2ccc(OCC)cc2c1O | 1.8
Cc1csc(SCC(=O)Nc2ccc(CC#N)cc2)n1 | 0.7
O=C(NC(Cc1ccccc1)C(=O)N1CCN(c2ccc(F)cc2)CC1)c1ccccc1 (stereo unspecified) | -0.5
CC(C)(C)c1ccc(-c2noc(CCC(=O)NC3CC3)n2)cc1 | -4.0
CC(C)NC(=O)c1cc(C2CCCCN2S(=O)(=O)c2ccc(C#N)cc2)on1 (stereo unspecified) | -0.7
COCCNC(=O)C1CCCN(C(=O)c2oc3ccccc3c2C)CC1 (stereo unspecified) | 0.1
C=CCCC(=O)N1CCC(C(=O)NCC2COc3ccccc3O2)CC1 (stereo unspecified) | -2.7

Next section:
Molecule	NSD2 inh
CN1C(=O)CCS(=O)(=O)C1c1ccc(Cl)c(Cl)c1 (stereo unspecified)	-0.1
CSc1ccc(CN2C(=O)C(C)Sc3ccc(C(C)=O)cc32)cc1 (stereo unspecified)	-1.4
Cc1c(NS(=O)(=O)c2cc3c(cc2Br)CCN3C(=O)C2CC2)c(=O)n(-c2ccccc2)n1C	-2.1
Cc1ccccc1N=Nc1c(N)[nH]n(-c2ccccc2)c1=O	3.5
COc1cc(NS(=O)(=O)c2ccc(C)cc2)c2c(c1N)C(=O)c1ccccc1C2=O	8.3
CCCn1c(SCC(=O)N(C)C2CCCCC2)n[nH]c1=O	8.1
O=C(Cc1cc(=O)[nH][nH]1)N/N=C/c1ccccc1C(F)(F)F	0.7
Cc1ccccc1S(=O)(=O)N1CCC(c2nc3ccccc3o2)CC1	4.0
OCCNc1ncnc2c1ncn2[C@H]1CN(Cc2ccco2)C[C@@H](CO)O1	-5.8
Cc1ccc(-n2c(COc3ccccc3)nnc2SCC(=O)Nc2ccc3c(c2)OCCO3)cc1	5.4
CCN(CC)C(=O)c1sc(NC(=O)c2ccc(OC)c([N+](=O)[O-])c2)c(C#N)c1C	-2.6
CC1CCCCc2nc3c(c(=O)n21)CCCC3 (stereo unspecified)	-3.1
COc1ccc(S(=O)(=O)N2CCCCCC2)cc1C(=O)N1CCN(C(C)=O)CC1	-0.7
O=C(/C=C/c1ccc(Cl)cc1Cl)Nc1ccc(-c2nnc3n2CCCCC3)cc1	-0.1
COc1ccccc1C(=O)C1CCCN(C(=O)c2ccc(Cl)cc2)C1 (stereo unspecified)	-0.4
COc1ccc(C(O)c2cnc(C)n2Cc2ccccc2)cc1 (stereo unspecified)	1.2
Cc1cc(C)cc(NC(=O)C2CCCCN2S(=O)(=O)c2ccccc2)c1 (stereo unspecified)	0.3
CCCCCCC12Cc3cc(OC)c(OC)cc3C(O1)c1c(cc(C)oc1=O)O2 (stereo unspecified)	4.8
CCc1nc2ccc(C(=O)NC3CCN(Cc4ccccc4)CC3)cn2c1N(CC)CCOC	0.2
CC(C)Cn1c(SCC(=O)NC2CC2)nc2ccc(Cl)cc2c1=O	-1.5
COc1ccc(CC(N)c2csc(NC(=O)Nc3ccccc3-c3ccccc3)n2)cc1 (stereo unspecified)	0.3
CN(C)CCN1CCN(c2cc(-c3cccc(Cl)c3)nc3ccnn23)CC1	12.2
CCC(C)Nc1nc(C)nc2c1nnn2Cc1ccccc1 (stereo unspecified)	-1.9
O=[N+]([O-])c1cccc(NC(=S)Nc2nc(-c3ccc(Cl)cc3Cl)cs2)c1	0.8
CSc1ccc(C=Nn2c(-c3cc(C)[nH]n3)n[nH]c2=S)cc1	4.2
CCN(CC)CCSc1nc2ccccc2c(=S)n1-c1ccccc1	108.5*
O=C1C(=O)N(Cc2ccc(-c3ccccc3)cc2)c2ccc(OC(F)(F)F)cc21	-1.7
O=[N+]([O-])c1cncc2[nH]cnc12	22.8
CC(C)c1ccc(NC(=O)C2(C)Cc3c(-c4ccc5c(c4)OCO5)ccnc3O2)cc1 (stereo unspecified)	0.3
O=C(NCCc1ccccc1)OCc1cn(Cc2cc(F)ccc2F)nn1	-0.9

Next structures
Molecule	NSD2 inh
CC(=NNC1=NCCN1)c1cnn(C2=NCCN2)c1C	2.2
Cc1ccc(S(=O)(=O)N2CCCCC2)cc1NC(=O)CN1CCCC1c1cccs1 (stereo unspecified)	2.8
CCc1nc2ccc(C(=O)NCCN(C)C)cn2c1N(CC)CCOC	-2.5
CC(=O)NC(c1ccccc1)c1nc(/C=C/c2ccccc2)cs1 (stereo unspecified)	-1.1
Cc1cc(C)cc(NC(=O)COc2ccc3c(C)c(Cc4ccccc4)c(=O)oc3c2)c1	-0.1
NC(Cc1ccc(C(F)(F)F)cc1)c1csc(Nc2ncccn2)n1 (stereo unspecified)	-2.7
Nc1cc(C(=O)N2CCN(c3cccc(Cl)c3)CC2)ccc1N1CC2CC(C1)c1cccc(=O)n1C2 (stereo unspecified)	4.9
O=C(Nc1ccc(OC(F)(F)F)cc1)N1CCc2nc(NCc3cccc(Oc4ccccc4)c3)ncc2C1	-1.5
COc1ccc(OC)c2[nH]c(=O)c(CCNC(=O)c3cc4ccccc4oc3=O)cc12	5.0
Cn1nc(C(C)(C)C)cc1C(=O)N1CCCCC1c1cc(C(=O)Nc2ccccc2Cl)no1 (stereo unspecified)	-1.9
CC(NCc1ccco1)C(=O)N1CCCCC1 (stereo unspecified)	0.5
COc1ccc(S(=O)(=O)Nc2cc(Sc3ncn[nH]3)c(O)c3ccccc23)cc1	165.1*
Cc1cccc(C)c1NC(=O)C(CCc1ccccc1)n1c(=O)c(-c2cc3ccccc3[nH]2)nc2ccccc21 (stereo unspecified)	-5.9
CC(=O)N1CCN(C(=O)C2CCCN(C(=O)c3ccc4c(c3)NC(=O)CS4)C2)CC1 (stereo unspecified)	-1.3
Nc1ccc(-c2cnc3ccccc3n2)cc1	-3.4
CCCCN(C(=O)c1cc(Cl)nc2ccccc12)c1c(N)n(CCC)c(=O)[nH]c1=O	32.8
COc1c(Cl)c(=O)oc2ccc(Cl)cc12	1.3

Four compounds picked at random from those above, as already listed:
Molecule	NSD2 inh
CC(NCc1ccco1)C(=O)N1CCCCC1 (stereo unspecified)	0.5
Cc1cc(C)cc(NC(=O)COc2ccc3c(C)c(Cc4ccccc4)c(=O)oc3c2)c1	-0.1
CCCCN(C(=O)c1cc(Cl)nc2ccccc12)c1c(N)n(CCC)c(=O)[nH]c1=O	32.8
CCc1nc2ccc(C(=O)NCCN(C)C)cn2c1N(CC)CCOC	-2.5

Entries listed so far shown as hits in NSD2 inh:
Molecule	NSD2 inh
CCN(CC)CCSc1nc2ccccc2c(=S)n1-c1ccccc1	108.5*
COc1ccc(S(=O)(=O)Nc2cc(Sc3ncn[nH]3)c(O)c3ccccc23)cc1	165.1*

Some of the compounds tested (hit frequency here may not be typical).
